Compound activity from PubChem BioAssay.
S2 tox = viability counter-screen for ATXN expression inhibitors; Potency, µM (top dose mostly 56.7 µM), most hits filed as cytotoxic; 400,000 tested, 0.49% active; S2 cells (HEK-293 line with an ATXN2-luciferase reporter) viability, CellTiter-Fluor protease fluorescence, 24 h; also: potency is read from the fitted curve at half-maximal effect; nearly all actives have a fitted effect of over 40% in size
IL-1B inflam inh = blocks inflammasome-driven IL-1 beta release. activity change, % at 57.5 µM. AID 743279. THP-1 LPS/ATP IL-1B secretion, AlphaLISA, 16 h; hits give low values. 360,000 tested, 4.7% active; in the data active = activity change below about -50%; inconclusive = mostly about -30% to -49%; also: % is scaled to controls: 0 for no effect and ±100 for the full control effect
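THP-1 cells pretreated 1 hr with compounds (up to 57.5 uM final), then stimulated with LPS (250 ng/mL final) plus ATP (1.25 mM final); secreted IL-1B measured by AlphaLISA after 16 hr, decreased signal indicating inhibition.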
Nrf2 block = inhibitors of Nrf2 signaling. A549 ARE-Fluc reporter, luciferase luminescence, 18-24 h. Potency, µM (top dose mostly 46 µM), inactives show top-dose activity change, negative = inhibition, actives largely listed as inhibitors. 360,000 tested, 2.1% active. AID 504444; also: potency is read from the fitted curve at half-maximal effect; % is scaled to controls: 0 for no effect and ±100 for the full control effect; nearly all actives have a fitted effect of over 60% in size
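In this cell-based qHTS, ARE-driven firefly luciferase in A549 cells reports Nrf2 activity; the luminescent signal after BugLite lysis is the measured value, with a prior CellTiter-Fluor read for cell health.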
ATXN2 expr inh = inhibitors of ATXN2 expression. 360,000 tested, 0.72% active. Potency, µM (titrated, usually from 57 µM), without a hit: top-dose activity change, negative = inhibition, hits mostly inhibitors. HEK-293 ATXN2-luciferase reporter, luminescence, 24 h; also: potency is read from the fitted curve at half-maximal effect; % is scaled to controls: 0 for no effect and ±100 for the full control effect; nearly all actives have a fitted effect of over 55% in size
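ATXN2-luciferase reporter cells (luciferase flanked by upstream and downstream ATXN2 gene portions) were treated 24 h at 37 °C with compounds at up to 57 uM. SteadyGlo luminescence gave expression; GF-AFC fluorescence gave viability.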
HepG2 viability = counter-screen for TGF-b inhibitors: cytotoxicity in HepG2 cells. HepG2 CAGA-GFP viability, ATP luminescence, 18 h. Potency, µM (titrated, usually from 46.1 µM), for the others: at the highest dose activity change, negative = cytotoxicity, hits mostly cytotoxic. 410,000 tested, 0.76% active. AID 588856; also: potency is read from the fitted curve at half-maximal effect; some results filed as inactive show a strong effect at the top dose
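CellTiter-Glo luminescence gave cytotoxicity after 18 hours at 37 degrees C. The cells were HepG2 CAGA-GFP in 1% FBS DMEM, stimulated with 500 pg/mL TGF-beta after compound addition. %Activity was normalised to no-cell wells (complete cell-killing) and DMSO (no toxicity), and curves were fitted and classified.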
TGFb inhibitor = blocks TGF-b signaling | HepG2 CAGA-GFP TGF-b/SMAD3 reporter, GFP fluorescence, 18 h; TGF-beta stimulated, 500 pg/mL final | Potency, µM (doses to about 46.1 µM), for the others: top-dose activity, negative = inhibition, most hits filed as inhibitors | 410,000 tested, 1.2% active | AID 588855; also: potency is read from the fitted curve at half-maximal effect; % is scaled to controls: 0 for no effect and ±100 for the full control effect; nearly all actives have a fitted effect of over 65% in size
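GFP signal (ex488/em500-530) from TGF-beta-stimulated HEPG2 CAGA-GFP cells, 500 pg/mL final, 18 h at 37 degrees C in DMEM plus 1% FBS, normalized to unstimulated and DMSO-stimulated controls.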
Nrf2 activator = Nrf2 pathway activation | 410,000 tested, 0.31% active | Potency, µM (titrated, usually from 46.1 µM), for the others: at the top dose activation, usual class: activators | AREc32 ARE-luciferase reporter (MCF7-derived line), luminescence, 24 h; also: potency is read from the fitted curve at half-maximal effect; % of control where 0% means no effect; nearly all actives have a fitted effect of over 65% in size
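Steps: seed AREc32_Fluc cells (1000/well, 5% FBS OPTI-MEM); incubate overnight at 37 deg C; add 23 nL compound; incubate 24 hr; add Steady-Glo; hold 30 min RT; read luminescence.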
MCF10A rerep = inducers of DNA re-replication in MCF 10A breast cells. AID 624296. MCF 10A DNA re-replication, Hoechst nuclear intensity, 48 h. Potency, µM (doses to about 46.1 µM), for the others: top-dose activity, positive = re-replication, actives largely listed as activators. 350,000 tested, 2.9% active; also: potency is read from the fitted curve at half-maximal effect; % of control where 0% means no effect; nearly all actives have a fitted effect of over 50% in size
A549 viability = kills or reduces viability of A549 cells in Nrf2 counter-screen | A549 ARE-Fluc cells, CellTiter-Fluor viability, 18-24 h | Potency, µM (top dose mostly 46 µM), for inactives: top-dose activity change, negative = cytotoxicity, hits mostly inhibitors | 390,000 tested, 0.16% active; also: potency is read from the fitted curve at half-maximal effect; % is scaled to controls: 0 for no effect and ±100 for the full control effect
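A549 ARE-Fluc cells in 5% FBS OPTI-MEM, 5000 cells/well, rested 2 h then exposed to compounds in concentration-response for 18-24 h at 37 °C. Viability by CellTiter-Fluor fluorescence (Ex 405/Em 525) after 30 min; luciferase luminescence (BugLite, 15 min, RT) read afterwards.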
An asterisk follows results filed as active; i = inactive; ? = inconclusive; . = no result given; [ ] = dose if it differs, or a comment. Unless noted, calls follow the shape of the dose curve; as a rule, active = well fitted curve in the direction sought with a large enough effect; inconclusive = small, poorly fitted or top-dose-only effect, or another doubt; inactive = no such curve, though single readings can be large; an effect the other way counts as inactive or inconclusive.

Second line of a record – S2 tox	IL-1B inflam inh	Nrf2 block	ATXN2 expr inh	HepG2 viability	TGFb inhibitor	Nrf2 activator	MCF10A rerep	A549 viability
1) N#Cc1cc(S(=O)(=O)c2ccc(F)cc2)c(N)[nH]c1=O
 : i	11	1%	16%	1%	4%	-1.0%	8%	2%
2) Cc1cnc(CNC(=O)c2ccc(OC3CCN(C(=O)C4CC4)CC3)cc2)cn1
 : i	24	-1%	0%	11%	9%	-0.7%	2%	14%
3) COc1ccc2cc(CO)c(Cl)nc2c1
 : i	-11	20%	4%	8%	-8%	-0.8%	18%	10%
4) COc1ccc(NC(=O)C(CC(=O)O)C(C)c2ccccc2)cc1 (stereo not given)
 : i	45	-3%	-17%	10%	3%	-0.1%	-6%	2%
5) CC(=O)Nc1nnc(Cc2c[nH]c3ccccc23)s1
 : i	24	?	-17%	-19%	-1%	0.9%	-1%	2%
6) Cc1cccc(-n2ncc(C(=O)NCc3ccco3)c2C2CCN(C(=O)OC(C)(C)C)CC2)c1
 : .	.	-17%	.	-22%	?	3.2%	.	2%
7) CCCN1C(=O)C(Cc2nc3ccccc3c(=O)n2-c2cccc(C)c2)c2ccccc21 (stereo not given)
 : ?	.	?	-24%	-3%	1%	7.7%	.	-15%
8) Cc1nc(N2CCN(S(=O)(=O)c3ccc(F)cc3)CC2)c2c(C)c(C)sc2n1
 : i	48	4%	3%	6%	0%	-0.2%	17%	20%
9) CC(=O)/C=C(\C)Nc1ccccc1O
 : i	27	-29%	.	-93%	-28%	-3.0%	17%	-10%
10) Cc1cccc(N2CCN(C(=O)C3CCN(S(=O)(=O)c4c(C)noc4/C=C/c4ccccc4F)CC3)CC2C)c1 (stereo not given)
 : .	.	.	.	-17%	?	16%	.	-15%
11) Cc1cccc(-c2cc3nc(C)cc(NCCCN(C)C)n3n2)c1
 : i	-101*	3%	-6%	-34%	22%	5.4%	?	6%
12) Nc1c(C(=O)CSc2nnc(-c3ccccc3)o2)c(=O)[nH]c(=O)n1C1CC1
 : i	13	15%	-4%	-15%	-10%	-0.8%	0%	6%
13) COCCN(C(=O)c1cc(CN2C(=O)c3ccccc3C2=O)ccc1OC)c1c(N)n(CC(C)C)c(=O)[nH]c1=O
 : i	0	1%	6%	6%	3%	-0.3%	?	-1%
14) COC(=O)c1cc(COC(=O)c2ccc(OC)c(S(=O)(=O)N3CCCC3)c2)oc1C
 : i	35	-6%	-8%	2%	0%	0.4%	-9%	-9%
15) CCc1ccc(-c2ccc(SCC(=O)Nc3nnc(C)s3)nn2)cc1
 : i	4	7%	33%[activator]	-19%	-1%	1.4%	3%	-1%
16) Clc1cc(Cl)c2nc(N3CCOCC3)sc2c1
 : i	?	?	58%[activator]	-3%	?	4.0%	16%	-3%
17) COc1ccc(/C=N/NC(=O)c2nonc2N)cc1OC
 : i	1	-6%	20%	-37%	0%	3.3%	-2%	2%
18) O=C(OCn1nnc2ccccc2c1=O)c1cc(-c2ccccc2Cl)nc2ccccc12
 : i	39	22%	4%	4%	16%	-0.3%	-7%	1%
19) CCCC[C@@H]1CNCCN1CCc1cccc(F)c1
 : i	-28	10%	-1%	6%	-1%	0.1%	5%	-3%
20) Cc1ccccc1CNC(=O)CN(c1cccc(C)c1C)S(C)(=O)=O
 : i	.	.	-8%	-1%	-14%	-0.7%	.	-11%

(list continues)
Second line of a record – S2 tox	IL-1B inflam inh	Nrf2 block	ATXN2 expr inh	HepG2 viability	TGFb inhibitor	Nrf2 activator	MCF10A rerep	A549 viability
21) COc1ccc(CCNS(=O)(=O)c2cn(C)c(=O)n(C)c2=O)cc1OC
 : ?	5	11%	-26%	9%	15%	-0.8%	15%	0%
22) CCCCC(=O)Nc1nnc(C)s1
 : i	-5	4%	0%	1%	?	1.9%	5%	0%
23) COc1ccc(NC(=O)CC2SC(N)=NC2=O)c([N+](=O)[O-])c1 (stereo not given)
 : i	0	-11%	-8%	-12%	-16%	-0.6%	-5%	-8%
24) COCc1cc(C)nc(SCC(=O)Nc2ccc3c(c2)OCO3)c1C#N
 : i	45	?	14%	-67%	0%	0.6%	-6%	-3%
25) Cc1cc(C)n(-c2nc3cc(Cl)ccc3nc2N2CCN(c3ccccc3F)CC2)n1
 : i	.	6%	4%	-43%	-24%	0.5%	.	-5%
26) COc1cc2c(cc1OC)-c1cc(NC3CCCC3)nc(=O)n1CC2
 : i	1	-10%	10%	8%	8%	6.3%	2%	3%
27) Cc1ccsc1C(=O)OCC(=O)NCc1ccco1
 : i	1	0%	5%	-14%	-24%	18%	-2%	-1%
28) O=C(NNC(=O)c1ccc2ccccc2c1)c1cccc(Br)c1
 : i	?	-18%	-13%	4%	4%	-0.5%	-1%	-2%
29) Cc1nc(-c2cccnc2)sc1C(=O)N/N=C/c1ccccc1Cl
 : i	.	4%	-7%	-9%	?	-0.3%	2%	1%
30) COCc1n[nH]c(=S)n1-c1cccc2ccccc12
 : i	10	18%	22%	1%	35%[activator]	2.9%	-1%	.
31) CC(=O)NCC(=O)N(Cc1ccco1)C1(C(=O)NC2CCCCC2)CCCCC1
 : i	-12	-4%	-8%	-4%	-4%	-0.3%	2%	-11%
32) CC(=O)c1ccc(NC(=O)COC(=O)c2c3c(nc4ccccc24)/C(=C\c2cccs2)CCC3)cc1
 : i	-51*	?	?	-37%	1.8µM*	0.3%	5.8µM*	-6%
33) C/C=C(\C)C(=O)N1CC2(CC(c3cccc(NC(=O)COc4ccc(Cl)cc4)c3)=NO2)C[C@@H]1C(N)=O (stereo not given in full)
 : i	-8	6%	4%	-11%	-8%	0.5%	-41%[inhibitor]	-2%
34) COc1ccc(CCNS(=O)(=O)c2cc3c(cc2C)NC(=O)CO3)cc1OC
 : i	-8	15%	7%	7%	-3%	-1.0%	3%	3%
35) O=C(COC(=O)CCCNC(=O)c1ccc(Cl)cc1)Nc1cc(Cl)ccc1Cl
 : i	-8	15%	-6%	1%	10%	-0.2%	?	2%
36) Cc1ccc(C(=O)O/N=C\c2ccc(N3CCCCC3)c([N+](=O)[O-])c2)cc1
 : i	-7	-26%	-2%	-3%	26%	-0.1%	9%	-8%
37) Cc1ccccc1Nc1nc(-c2sc(NC(=O)c3ccco3)nc2C)cs1
 : i	-2	-8%	-8%	-29%	-6%	4.7%	-1%	-2%
38) COc1ccc(OCCC(=O)OCC(=O)NCc2ccccc2OC)cc1
 : i	2	16%	-2%	-24%	-7%	-0.1%	-44%[inhibitor]	12%
39) Cc1nn2c(-c3ccccn3)ccnc2c1Cl
 : i	7	0%	5%[11.3 µM]	6%	6%	0.6%	0%	-1%
40) CC(NC(=O)COC(=O)C1(C)CC1(Cl)Cl)c1ccccc1 (stereo not given)
 : i	8	8%	6%	1%	1%	0.3%	-2%	-4%

Sorted by molecular weight (low to high): part of the list above.
Second line of a record – S2 tox	IL-1B inflam inh	Nrf2 block	ATXN2 expr inh	HepG2 viability	TGFb inhibitor	Nrf2 activator	MCF10A rerep	A549 viability
39) Cc1nn2c(-c3ccccn3)ccnc2c1Cl
 : i	7	0%	5%[11.3 µM]	6%	6%	0.6%	0%	-1%
27) Cc1ccsc1C(=O)OCC(=O)NCc1ccco1
 : i	1	0%	5%	-14%	-24%	18%	-2%	-1%
23) COc1ccc(NC(=O)CC2SC(N)=NC2=O)c([N+](=O)[O-])c1 (stereo not given)
 : i	0	-11%	-8%	-12%	-16%	-0.6%	-5%	-8%
36) Cc1ccc(C(=O)O/N=C\c2ccc(N3CCCCC3)c([N+](=O)[O-])c2)cc1
 : i	-7	-26%	-2%	-3%	26%	-0.1%	9%	-8%
28) O=C(NNC(=O)c1ccc2ccccc2c1)c1cccc(Br)c1
 : i	?	-18%	-13%	4%	4%	-0.5%	-1%	-2%
38) COc1ccc(OCCC(=O)OCC(=O)NCc2ccccc2OC)cc1
 : i	2	16%	-2%	-24%	-7%	-0.1%	-44%[inhibitor]	12%

(next part)
Second line of a record – S2 tox	IL-1B inflam inh	Nrf2 block	ATXN2 expr inh	HepG2 viability	TGFb inhibitor	Nrf2 activator	MCF10A rerep	A549 viability
41) COc1ccc(OC)c(C(=O)CC2(O)C(=O)N(Cc3ccccc3C)c3ccccc32)c1 (stereo not given)
 : ?	.	3%	0%	-10%	?	-0.1%	.	-4%
42) CCC(C(=O)Nc1ccc(OC)c(Cl)c1)c1ccccc1 (stereo not given)
 : i	6	-13%	1%	0%	15%	-0.1%	4%	-2%
43) C=CCn1c(C)cc(C2=NNC(=NCc3ccccc3)SC2)c1C
 : i	-22	?	9%	-27%	-11%	4.1%	?	-19%
44) Fc1ccccc1NC(=S)NCc1ccc(Cl)cc1
 : i	-7	3%	-5%	-10%	3%	0.7%	0%	6%
45) Cc1nc(SCC(=O)NC2CCS(=O)(=O)C2)c(C#N)c(C)c1C (stereo not given)
 : i	0	1%	.	-34%	-23%	-0.7%	1%	-7%
46) O=C1CCn2c1c(O)c1ccccc1c2=O
 : .	3	0%	-11%	2%	29%	-0.4%	-5%	0%
47) O=C1CC(c2ccccc2)Oc2ccc(Cl)cc21 (stereo not given)
 : i	?	12%	9%	-16%	-10%	?	?	6%
48) O=[N+]([O-])c1ccccc1/C=N\N1CCN(c2ccccc2)CC1
 : i	-19	?	.	-8%	-7%	-0.9%	14%	3%
49) Cc1cc(C(=O)N/N=C/c2cc(N=Nc3ccccc3)ccc2O)n[nH]1
 : i	65	-30%	?	8%	?	3.1%	8%	-20%
